Pf apPOL block = Pf-apPOL inhibitors, biochemical, fluorescence; AID 1794808, 2022; 210,000 compounds, 0.25% hits; Recombinant Pf-apPOL, molecular beacon fluorescence, 1.5 h; inhibition, % at 10 µM
mHTT CaM bind = mutant huntingtin-calmodulin interaction inhibitors – biochemical, AlphaScreen, primary screen; P42858; AlphaScreen His-mHTT/GST-CaM binding, luminescence; inhibition, % at 15 µM; 190,000 compounds, 3.6% hits;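 further: 0% = both proteins with DMSO and 100% = one protein alone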
Starred values were filed as active, the others as inactive; · = no result given; & = joins results of further samples. No stated cut-off is given here; in the data, active means inhibition above about 50%; inactive means the rest.

[1] O=C(c1ccccc1Cl)N1CCCCC1CCN1CCOCC1 (stereo not drawn)
[2] CCN(CC)c1ccc(NC(=O)c2nc(C)oc2C)cc1
[3] CCN(C(=O)c1ccco1)c1ccccc1
[4] Cc1ccc(C2CC(=O)C3=C(C2)Nc2ccccc2NC3c2ccccc2F)cc1 (stereo not drawn)
[5] O=C(c1ccc(S(=O)(=O)N2CCOCC2)cc1)N1CCCCC1c1cccnc1 (stereo not drawn)
[6] COc1cc(OC)c(NC(=O)c2cccnc2)cc1Cl

screen / no. | 1 | 2 | 3 | 4 | 5 | 6
Pf apPOL block | 2 | 5 | 2 | 2 | -3 | -5
mHTT CaM bind | 0 | 30 | 4 | 14 | 6 | -2

[7] CN1CCc2cc(C(CNC(=O)C(=O)NCc3ccccc3Cl)N(C)C)ccc21 (stereo not drawn)
[8] OCCCc1nc2n(n1)C(c1ccccc1Cl)C=C(c1cccs1)N2 (stereo not drawn)
[9] COc1ccc(CN2CCN(c3ccccn3)CC2)c(C)c1C
[10] COc1ccc(CNC(=O)c2cnn3c(C)c(Cc4cc(C)ccc4C)c(C)nc23)cc1
[11] COc1ccc(Oc2ccc(NC(=O)NC(C)C)cn2)cc1
[12] COC(=O)C1CN(Cc2cn(CCOC(C)=O)nn2)CCS(=O)(=O)N1Cc1ccc(C)cc1 (stereo not drawn)

screen / no. | 7 | 8 | 9 | 10 | 11 | 12
Pf apPOL block | -4 | -12 | -6 | -4 | -1 | -3
mHTT CaM bind | 53* | 18 | -2 | -1 | 13 | -3

[13] O=C(Nc1c[nH]c(=O)[nH]c1=O)c1cccc([N+](=O)[O-])c1
[14] Cc1ccn2c(-c3csc(NCc4ccco4)n3)c(C)nc2c1
[15] CCCNC(=O)Cn1cnc2c(oc3ccccc32)c1=O
[16] Cc1c(/C=C(\C#N)C(=O)NCc2ccco2)c2ccccc2n1Cc1ccccc1Cl
[17] COc1ccc(S(=O)(=O)Nc2ccc(C)c(Cl)c2)cc1
[18] N#Cc1ccc(NC(=O)c2cc(-c3ccc(Cl)c(Cl)c3)on2)cc1

screen / no. | 13 | 14 | 15 | 16 | 17 | 18
Pf apPOL block | -8 | 2 | -1 | -3 | -2 | -7
mHTT CaM bind | 0 | 27 | -8 | 37 | -6 | 1

[19] O=C(NCC(O)C1CCCCC1)C1CC=CCC1 (stereo not drawn)
[20] COC(=O)c1ccc2c(=O)n(-c3ccccc3)c(N3CCCCC3)nc2c1
[21] CC(C)(C)NC(=O)N1CCC(CNC(=O)CN2C(=O)CCC2=O)CC1
[22] O=[N+]([O-])c1ccc(-n2cnnc2)cc1
[23] COCC(=O)N1CCC(COc2ccc(C(=O)N3CCCCC3)cc2)CC1
[24] Cc1cccc(C2CCCN2C(=O)Cc2ccccc2Cl)c1 (stereo not drawn)

screen / no. | 19 | 20 | 21 | 22 | 23 | 24
Pf apPOL block | -1 | 0 | -7 | · | -4 | -4
mHTT CaM bind | -5 | -75 | -5 | -3 | 0 | 10

Rewritten with bars between the fields: part of the list above.
cpd | SMILES | Pf apPOL block | mHTT CaM bind
19 | O=C(NCC(O)C1CCCCC1)C1CC=CCC1 (stereo not drawn) | -1 | -5
20 | COC(=O)c1ccc2c(=O)n(-c3ccccc3)c(N3CCCCC3)nc2c1 | 0 | -75

The list continues.
[25] CNC(=O)C1CN(C(=O)Nc2ccc(C)cc2Cl)CC12CCCC2 (stereo not drawn)
[26] C=C(C)COc1ccc2c(c1C)OC(=Cc1cc(OC)c(OC)c(OC)c1)C2=O
[27] CC(C)N(CC#CCNC(=O)c1cccc(N(C)C)c1)C(C)C
[28] CC(=O)C1=NN(c2ccccc2)C(=C2C(=O)N(c3ccccc3)N=C2C)S1
[29] COc1ccc(N(CC(=O)Nc2ccccc2Cl)S(=O)(=O)c2ccccc2)cc1
[30] CC1=C(C(N)=O)C(c2ccccc2Cl)n2nc(SCc3ccccc3F)nc2N1 (stereo not drawn)

screen / no. | 25 | 26 | 27 | 28 | 29 | 30
Pf apPOL block | -3 | -3 | -1 | -2 | -2 | 6
mHTT CaM bind | -4 | -9 | -4 | · | -4 | 2

[31] COc1ccc(-n2nc(C(=O)N3CCCCCC3)c3ccccc3c2=O)cc1
[32] COc1ccccc1C(=O)N1CCCCC1CCN1CCOCC1 (stereo not drawn)
[33] COc1ccc(C(=O)N2CCC(c3nc(C(=O)N4CCCCC4)c(C)o3)CC2)cc1
[34] CCC(CC)C(=O)NCCc1ccc(OC)cc1
[35] CSc1ccc(CNC(=O)c2cc3n(n2)CCCN(Cc2ccc(C)cc2)C3=O)cc1
[36] COc1ccc(NC(=O)c2ccc(C(=O)Nc3ccc(OC)cc3OC)nc2)c(OC)c1

screen / no. | 31 | 32 | 33 | 34 | 35 | 36
Pf apPOL block | -3 | -4 | -6 | -1 | -7 | -1
mHTT CaM bind | 0 | -1 | 1 | 4 | 12 | 6

[37] COc1ccc(N2CCN(C3CC(=O)N(c4cccc(C)c4)C3=O)CC2)cc1 (stereo not drawn)
[38] Cc1n[nH]c(C)c1Br
[39] Cc1ccc(O)c(NC(=O)c2noc3c2CCCCC3)c1
[40] O=C(Nc1ccc(Br)cc1F)C1CCN(C(=O)Cc2ccccc2)CC1
[41] O=S1(=O)c2ccc(Br)cc2OC[C@@H](Cc2ccccc2)N1Cc1cn(Cc2ccc(C(F)(F)F)cc2)nn1
[42] COc1ccc(C2=NC(C)(C)N(CC(=O)Nc3cccc(OC)c3)C2=O)cc1

screen / no. | 37 | 38 | 39 | 40 | 41 | 42
Pf apPOL block | -4 | · | -5 | -1 | -1 | -6
mHTT CaM bind | 6 | -10 | 0 | 11 | 1 | -1

[43] Cc1n[nH]c(C)c1S(=O)(=O)N1CCC(C(=O)N2CCN(c3ccccn3)CC2)CC1
[44] O=C(NCc1ccncc1)c1c(O)c2cccc3c2n(c1=O)CCC3
[45] O=C1COc2ccccc2N1Cc1nc(-c2cccc(F)c2)no1
[46] Cc1nccn1-c1ccc(CNC(=O)c2ccoc2)cc1
[47] COc1cc(C2C(=C(O)c3ccc(F)cc3)C(=O)C(=O)N2CCN(C)C)cc(OC)c1OC (stereo not drawn)
[48] O=[N+]([O-])c1ccccc1S(=O)(=O)NCc1cccs1

screen / no. | 43 | 44 | 45 | 46 | 47 | 48
Pf apPOL block | 1 | -4 | 0 | -2 | -6 | 1
mHTT CaM bind | -1 | 17 | -18 | 0 | 0 | -1

[49] COc1ccc([N+](=O)[O-])cc1NCc1ccco1
[50] O=C(NCc1ccccc1)C(=Cc1cn(-c2ccccc2)nc1-c1ccccc1)NC(=O)c1ccccc1
[51] CCCCCCOc1ccccc1/C=c1\sc2nc(=O)c(C)nn2c1=O
[52] Cc1ccccc1C(=O)N1CCC(c2ccn3ncc(C(=O)N4CCCC4)c3c2)CC1
[53] CCOc1ccc2c(=O)c(-c3ccccc3)coc2c1C
[54] Cc1ccc(N=CC2=C(O)CC(C)(C)CC2=O)nc1

screen / no. | 49 | 50 | 51 | 52 | 53 | 54
Pf apPOL block | -4 | -5 | 14 | 0 | -17&-8 | 37
mHTT CaM bind | -1 | · | 24 | 3 | 4&-3 | 1

Next section; the last 3 above are carried over.
[52] Cc1ccccc1C(=O)N1CCC(c2ccn3ncc(C(=O)N4CCCC4)c3c2)CC1
[53] CCOc1ccc2c(=O)c(-c3ccccc3)coc2c1C
[54] Cc1ccc(N=CC2=C(O)CC(C)(C)CC2=O)nc1
[55] Cc1cc(C(N)=NOC(=O)c2snnc2C)no1
[56] CCc1ccccc1N1C=C(C#N)S(=O)(=O)c2ccc(C)cc21
[57] Cc1cc(C2(C(F)(F)F)NCCNC2=O)cc(C)c1O (stereo not drawn)
[58] N#CC(=Cc1[nH]c2ccccc2c1O)C(N)=NC1CCCCC1
[59] N#Cc1c(-c2ccc(O)cc2)c(C#N)c2nc3ccccc3n2c1N
[60] CC(C)Oc1ccc(NC(=O)c2cccs2)cc1

screen / no. | 52 | 53 | 54 | 55 | 56 | 57 | 58 | 59 | 60
Pf apPOL block | 0 | -17&-8 | 37 | -8 | -2 | -6 | 0 | -3 | -4
mHTT CaM bind | 3 | 4&-3 | 1 | · | 0 | -1 | 92* | 9 | -6

[61] CC1CCN(C(=O)c2cc3c(s2)CCC(C(=O)N2CCN(C4CCCC4)CC2)C3)CC1 (stereo not drawn)
[62] COc1ccccc1NS(=O)(=O)c1ccc(Oc2ccc([N+](=O)[O-])cc2)cc1
[63] N#Cc1ccc(Cl)cc1NC(=O)C(=O)NCC(c1cccs1)N1CCOCC1 (stereo not drawn)
[64] CCCCOc1ccc(CNC(=O)c2ccc3c(c2)NC(=O)C2CCCCN32)cc1 (stereo not drawn)
[65] CN1C(=O)Cc2ccccc2C1=O
[66] Cc1ccc(/C=C2\N=C(c3ccc(F)cc3)OC2=O)cc1

screen / no. | 61 | 62 | 63 | 64 | 65 | 66
Pf apPOL block | -6 | -8 | 5 | 1 | 7 | -1
mHTT CaM bind | 14 | 14 | -2 | -5 | · | 1

[67] c1ccc(SCc2ccc(-c3nc4ccccc4s3)cc2)nc1
[68] COc1ccc(NC(=O)c2cc(OC)c(OC)c(OC)c2)cc1OC
[69] COc1ccc(NC(=O)c2ccc3nc(-c4ccc(C)cc4)cn3c2)c(OC)c1
[70] CCOc1ccccc1NC(=O)Cc1ccc(F)cc1
[71] CCN1CCCn2cc(S(=O)(=O)Nc3cccc(C)c3C)cc2C1=O
[72] O=[N+]([O-])c1ccc(Sc2c(-c3ccccc3)nc3ncccn23)cc1

screen / no. | 67 | 68 | 69 | 70 | 71 | 72
Pf apPOL block | -2 | -2 | -1 | -6 | -11 | -8
mHTT CaM bind | · | -2 | 0 | -8 | 2 | -8

[73] O=C(Nc1cccc(C(F)(F)F)c1)Oc1ccc(F)cc1Cl
[74] CCc1nnc(NC(=O)CSc2n[nH]c(CC(C)C)n2)s1
[75] COc1cccc(C(=O)N2CCC(c3cc(N)on3)CC2)c1
[76] O=C(Cc1cccs1)N1CCc2cc(S(=O)(=O)N3CCOCC3)ccc21
[77] c1cncc(N2CCN(c3cccnc3)CC2)c1
[78] Cc1ccc(Cc2nc(-c3ccc4ncn(C)c4c3)no2)cc1

screen / no. | 73 | 74 | 75 | 76 | 77 | 78
Pf apPOL block | -3 | 6 | -5 | -2 | · | 1
mHTT CaM bind | · | -4 | 1 | 2 | -3 | -3

[79] COc1cccc(C(=O)NCCCS(=O)(=O)N2CCN(c3ccccc3)CC2)c1OC
[80] O=C(NCc1ccccc1Cl)c1ccc(-c2cncnc2)nc1
[81] CC(C)CC(=O)Nc1cccc(NC(=O)c2ccccc2)c1
[82] O=S1(=O)CC(N2CCC(Cc3ccccc3)CC2)CN1C1CCCC1 (stereo not drawn)
[83] O=C(Nc1nc(-c2ccccc2)ns1)c1cccnc1
[84] Cc1c(Cl)cccc1NC(=O)C(NS(=O)(=O)c1cccs1)c1ccccc1 (stereo not drawn)

screen / no. | 79 | 80 | 81 | 82 | 83 | 84
Pf apPOL block | -6 | 2 | -5 | -3 | 3 | 4
mHTT CaM bind | 2 | 4 | 4 | 1 | -5 | 3

[85] O=C(CSc1nccn1-c1ccc([N+](=O)[O-])cc1)Nc1ccccc1C(F)(F)F
[86] COc1ccc(Br)cc1C(=O)Nc1ccc(NC(=O)c2cccs2)cc1
[87] CCc1ccc(OCC(O)CN2CCN(Cc3ccccc3)CC2)cc1 (stereo not drawn)
[88] CCS(=O)(=O)c1ccc([N+](=O)[O-])s1
[89] COc1cc(/C=C2/NC(=O)N(CC(=O)Nc3cccc(C)c3)C2=O)ccc1OCC(N)=O
[90] Cc1ccc(N2C(=O)NC3CC2(C)Oc2ccc(Br)cc23)cc1Cl (stereo not drawn)

screen / no. | 85 | 86 | 87 | 88 | 89 | 90
Pf apPOL block | -5 | -2 | -2 | -3 | 10 | -4
mHTT CaM bind | 20 | -6 | 14 | -2 | 5 | 55*

Exported in markdown: entries from further up
| # | Compound | Pf apPOL block | mHTT CaM bind |
| --- | --- | --- | --- |
| 13 | O=C(Nc1c[nH]c(=O)[nH]c1=O)c1cccc([N+](=O)[O-])c1 | -8 | 0 |
| 7 | CN1CCc2cc(C(CNC(=O)C(=O)NCc3ccccc3Cl)N(C)C)ccc21 (stereo not drawn) | -4 | 53* |
| 73 | O=C(Nc1cccc(C(F)(F)F)c1)Oc1ccc(F)cc1Cl | -3 | · |
| 72 | O=[N+]([O-])c1ccc(Sc2c(-c3ccccc3)nc3ncccn23)cc1 | -8 | -8 |
| 6 | COc1cc(OC)c(NC(=O)c2cccnc2)cc1Cl | -5 | -2 |
| 63 | N#Cc1ccc(Cl)cc1NC(=O)C(=O)NCC(c1cccs1)N1CCOCC1 (stereo not drawn) | 5 | -2 |
| 59 | N#Cc1c(-c2ccc(O)cc2)c(C#N)c2nc3ccccc3n2c1N | -3 | 9 |

Carrying on:
[91] CC(C)C(=O)Nc1ccc(C2(C(=O)NCCN3CCc4ccccc4C3)CCCCC2)cc1
[92] COc1ccc(-c2cn3c(C)c(C(=O)Nc4ccc(C(C)=O)cc4)sc3n2)cc1
[93] Cc1ccc(C(=O)NC2CCN(c3ccccc3)C2=O)cc1F (stereo not drawn)
[94] CC1=C(C(=O)Nc2ccccc2Cl)C2(CCCCC2)OC1=O
[95] Cc1ccc(C(=O)c2ccc(C)c(N)c2)cc1N
[96] C=CCN1C(=O)C(Cc2ccc(OCC)cc2)SC1=Nc1ccc(C(=O)O)cc1 (stereo not drawn)

screen / no. | 91 | 92 | 93 | 94 | 95 | 96
Pf apPOL block | -2 | 4 | -4 | -4 | -9 | -1
mHTT CaM bind | 3 | 12 | -6 | -7 | 10 | 5

[97] CCCOc1ccc(Cn2c(CO)nc3ccccc32)cc1
[98] C#CCOc1cc(Br)c(/C=C2\SC(=O)N(C)C2=O)cc1OC
[99] Cc1cc(=O)n2[nH]c(C3CC3)cc2n1
[100] CC(C)Cc1nnc(NC(=O)CCCc2ccccc2)s1
[101] O=c1cc(CN2CCCCCC2)c2cc3c(cc2o1)OCO3

screen / no. | 97 | 98 | 99 | 100 | 101
Pf apPOL block | 1&1 | -2 | -19 | -2 | 1
mHTT CaM bind | 13&15 | 5 | · | 2 | -4

Some of these compounds in order of heavy-atom count, largest number first.
[101] O=c1cc(CN2CCCCCC2)c2cc3c(cc2o1)OCO3
[100] CC(C)Cc1nnc(NC(=O)CCCc2ccccc2)s1
[99] Cc1cc(=O)n2[nH]c(C3CC3)cc2n1

screen / no. | 101 | 100 | 99
Pf apPOL block | 1 | -2 | -19
mHTT CaM bind | -4 | 2 | ·
